# Assay outcomes: PubChem BioAssay, Broad Institute
# XiGFP reactiv – X-chromosome reactivation activator; AID 743238; XiGFP mouse fibroblasts, % GFP-positive cells imaging, 3 d; cells co-treated with 5-aza-dC sensitizer; scaled so ellipticine positive control = 100%; activation, % at 7.58 µM; 360,000 compounds, 0.055% hits;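 active means mean normalized replicate activation at least 10% and every replicate at or above 10%; inconclusive means only one of the two criteria met; inactive means mean below 10% and not all replicates reach 10%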;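 further: 0% = median of on-plate neutral control wells and 100% = ellipticine 6 µM median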
#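 Schedule: 3 d treatment, 15 min room-temperature fixation; system: 68-5-11 XiGFP fibroblast line; buffer or medium: DMEM plus 5-aza-dC sensitizer; control set: ellipticine 6 µM positive control; compound: one concentration, pinned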
# esBAF inh – SWI/SNF esBAF complex inhibition; mouse ES cells, Bmi1-luciferase knock-in reporter, 24 h; 100% = twice the neutral-well signal; reporter increase, % at 12.5 µM; AID 602393; 350,000 compounds, 2% hits; in the data active means activation above about 40%; inconclusive means no clear call, values can overlap the other calls;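 further: 0% = median of the plate's neutral control wells and 100% = double that signal; a rise in the Bmi1 reporter signal indicates esBAF inhibition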
# FN deposition inh – fibronectin deposition inhibition; inhibition, % at 12.6 µM; 350,000 compounds, 0.086% hits; AH1F fibroblasts, Alexa488-fibronectin deposition fluorescence, overnight;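 active means mean inhibition across replicates of 30% or more, regardless of how many single replicates reach that level; inconclusive means mean under 30% yet at least half of replicates reach 30%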;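 further: positive control wells lacked labelled fibronectin entirely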
#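 Material – AH1F fibroblast monolayer, labelled fibronectin deposition · Reagent – labelled fibronectin 24 nM · Timing – 1 h adhesion, overnight exposure · Measured by – fluorescence at 485 nm excitation, 525 nm emission · Read-out – inhibition of fibronectin deposition signal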
# EWS-Fli inh – EWS/Fli transcriptional activity inhibition. A673 NR0B1-luciferase reporter, viability-normalised. 350,000 compounds, 0.67% hits. inhibition, % at 12.6 µM. AID 651661;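 active means mean inhibition of at least 50% after viability correction, with every replicate also passing that limit; inconclusive means mean reaches 50% but only one of two replicates passes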;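 further: firefly luciferase signal divided by Alamar Blue viability fluorescence both relative to DMSO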
# E-sel inducer – E-selectin induction on HUVECs. activation, % at 7.58 µM. HUVEC E-selectin immunofluorescence imaging; normalized: neutral wells 0, TNF-alpha wells 100. 260,000 compounds, 0.37% hits;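 active means mean E-selectin-positive cell signal at least 10% of the positive control, reached in at least 60% of replicates, without over 20% cell loss; inconclusive means no rule given, readout overlaps actives, possibly toxicity-flagged; inactive means the rest, including those meeting only one limit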;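 further: in these data hits start at about 27%; measured in HUVEC primary endothelial cells; signal is the percent of cells scored E-selectin positive by PE staining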
# Target sequence (P16581 whole entry, looked up): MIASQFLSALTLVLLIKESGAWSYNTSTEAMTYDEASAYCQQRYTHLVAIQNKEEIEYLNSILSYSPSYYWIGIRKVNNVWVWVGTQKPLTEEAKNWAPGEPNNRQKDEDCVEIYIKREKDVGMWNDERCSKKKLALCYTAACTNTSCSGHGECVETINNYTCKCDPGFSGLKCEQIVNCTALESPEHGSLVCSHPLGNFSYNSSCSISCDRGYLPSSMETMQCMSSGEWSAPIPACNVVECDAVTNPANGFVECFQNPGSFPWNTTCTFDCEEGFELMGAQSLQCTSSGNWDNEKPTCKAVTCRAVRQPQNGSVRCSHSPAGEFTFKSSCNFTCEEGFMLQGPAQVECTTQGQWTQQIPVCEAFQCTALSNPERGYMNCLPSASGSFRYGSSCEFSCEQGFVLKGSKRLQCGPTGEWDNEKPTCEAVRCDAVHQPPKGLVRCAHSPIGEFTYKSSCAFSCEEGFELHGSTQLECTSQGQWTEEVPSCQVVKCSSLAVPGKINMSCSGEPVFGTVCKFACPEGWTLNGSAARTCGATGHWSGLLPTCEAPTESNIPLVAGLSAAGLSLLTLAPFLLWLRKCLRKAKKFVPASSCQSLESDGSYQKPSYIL
#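 Assay system: HUVEC, human umbilical vein endothelial cells / Amount: 3,000 HUVEC/well / Controls: TNF-alpha positive control, DMSO neutral control / Compound dosing: single concentration / Medium: EGM-2 over gelatin coat / Evaluation: percent E-selectin-positive cells / Signal: immunofluorescence imaging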
# S100A4 MyoIIA – S100A4-myosin IIA interaction inhibition. S100A4/TAMRA-MyoIIA peptide fluorescence polarization. P26447. 360,000 compounds, 0.14% hits. inhibition, % at 10.7 µM. AID 652163;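 active means mean inhibition of at least 70% across replicates, with every replicate also reaching that level; inconclusive means mean inhibition reaches 70% but some replicates fall short; inactive means mean inhibition below 70%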
#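 System – human S100A4 monomer protein, biochemical binding assay · Buffer or medium – Calcium-containing HEPES buffer, pH 7.2 · Timing – 5 min between mix addition and reading · Also added – TAMRA-labelled myosin IIA heavy-chain peptide probe, 5 nM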
# RAD52 inh – blocks human RAD52 DNA annealing. P43351. recombinant RAD52 DNA annealing, FRET fluorescence. inhibition, % at 18.7 µM. 360,000 compounds, 0.46% hits;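 active means every replicate showing at least 50% inhibition; inconclusive means mean inhibition at least 50% but not in every replicate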
# Target sequence (P43351 whole entry, looked up): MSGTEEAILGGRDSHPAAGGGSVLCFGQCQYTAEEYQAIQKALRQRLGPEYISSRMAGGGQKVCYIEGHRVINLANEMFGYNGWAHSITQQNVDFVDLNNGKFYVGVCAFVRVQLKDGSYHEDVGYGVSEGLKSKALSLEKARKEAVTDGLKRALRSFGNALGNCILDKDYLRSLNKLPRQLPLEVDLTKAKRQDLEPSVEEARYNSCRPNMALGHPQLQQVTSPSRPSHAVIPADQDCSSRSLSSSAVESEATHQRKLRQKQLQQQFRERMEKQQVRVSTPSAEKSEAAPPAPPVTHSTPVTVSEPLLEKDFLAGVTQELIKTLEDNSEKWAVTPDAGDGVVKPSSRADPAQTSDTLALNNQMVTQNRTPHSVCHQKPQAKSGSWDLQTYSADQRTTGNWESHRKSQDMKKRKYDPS
# RAD54 branch – blocks human RAD54 Holliday junction branch migration; 360,000 compounds, 0.14% hits; inhibition, % at 10.4 µM; FAM/BHQ fluorescence; Q92698;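 active means mean normalized replicate activity at least 40 and at least half of replicates scoring 40 or more; inconclusive means only one of the two criteria met; inactive means mean below 40 and under half of replicates reaching 40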;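 further: 0% = median of neutral control wells and 100% = median of positive control wells; inhibitors cause a drop in the FAM fluorescence signal; in these data hits start at about 50%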
# * = called active by the depositor; ? = inconclusive; . = not tested or not shown.
SMILES,XiGFP reactiv,esBAF inh,FN deposition inh,EWS-Fli inh,E-sel inducer,S100A4 MyoIIA,RAD52 inh,RAD54 branch
CC1(C)CC2CC(C)(CN2C(=O)COC(=O)c2ccc(Cl)c(N)c2)C1 (configuration not stated),.,-4,.,-2,.,0,-4,8
CCN(CC)C(=O)CC(c1ccc(OC)cc1)c1c(OC)cc(OC)c2ccc(=O)oc12 (configuration not stated),0.2,-5,2,-84,0.0,-2,-25,-4
CCN(CC(=O)NCc1ccccn1)S(=O)(=O)c1ccc(OC)cc1,0.4,-6,13,2,.,3,-1,-1
COc1ccc(CN2C(=O)c3cccnc3C2=O)cc1S(=O)(=O)N1CCOc2ccccc21,0.0,-3,1,-3,.,5,0,1
O=C(CSc1nc2ccccc2c(=O)n1CCCO)Nc1ccc2c(c1)OCCO2,-0.1,6,-3,-2,.,-3,9,1
COc1cc2c(cc1OC)C(C)N(S(=O)(=O)c1cn(C)cn1)CC2 (configuration not stated),0.0,.,2,7,.,-2,-6,-6
CC(=O)N(C)C[C@@H]1Oc2ncc(C#Cc3ccccc3F)cc2C(=O)N([C@@H](C)CO)C[C@H]1C,-1.3,1,8,3,-0.5,4,-3,3
O=S(=O)(N/N=C/c1cccc(OC2CSC2)c1)c1ccccc1,0.0,-2,6,2,.,2,-10,1
CN(C)CC(=O)N[C@@H]1C=C[C@H](CC(=O)NCc2ccc(Cl)cc2)O[C@@H]1CO,0.3,-10,-18,0,0.4,10,4,6
CCCC#Cc1ccc([C@@H]2[C@H](C#N)N(S(C)(=O)=O)[C@H]2CO)cc1,0.4,5,-2,1,0.3,2,-20,-1
O=C(C[C@H]1C=C[C@H](NC(=O)c2cccnc2)[C@@H](CO)O1)NCc1ccncn1,0.4,.,3,-1,-0.4,7,-7,.
COc1cc(CC(=O)OCC(=O)N2CCCCC2C)cc(OC)c1OC (configuration not stated),-0.1,-2,6,4,0.0,2,5,4
Cc1nc(C)c(NC(=O)OC(C)C)cc1NC(=O)OC(C)C,0.1,.,-1,3,2.1,13,0,.
N#Cc1c(N)n[nH]c1-c1cc2c([nH]1)CCCC2,.,9,0,.,-1.4,.,.,-6
O=C(Nc1nc2ccc([N+](=O)[O-])cc2s1)c1ccncc1,-0.5,22,-5,-97,.,-5,-4,.
O=C(C[C@@H]1C=C[C@H](NS(=O)(=O)c2ccccc2)[C@@H](CO)O1)NCc1ccc(Cl)c(Cl)c1,0.4,0,.,0,-0.2,34,-10,0
CC(=O)Nc1cccc(OCC(=O)NCCC2=CCCCC2)c1,0.2,12,.,-16,.,1,-5,5
CS(=O)(=O)Nc1ccc2c(c1)[C@@H]1C[C@H](CC(=O)NCCN3CCCCC3)O[C@H](CO)[C@@H]1O2,0.4,-2,.,-8,0.3,11,7,2
Cn1cc(Cl)cc(C(=O)Nc2ccccc2)c1=O,0.0,?,3,-70,0.1,-10,-17,-7
C[C@H]1CCCCO[C@@H](CN(C)Cc2ccc(C(=O)O)cc2)[C@@H](C)CN([C@@H](C)CO)C(=O)c2cc(NS(=O)(=O)c3ccccc3)ccc2O1,0.0,-1,-1,-7,-0.1,.,.,-8
COC(=O)c1ccc(C(=O)OC)c(NC(=S)N2CCN(C)CC2)c1,0.2,-1,-1,12,-0.1,-2,-15,-1
C[C@H](CO)N1C[C@H](C)[C@H](CN(C)C(=O)c2ccccc2)OCc2cn(nn2)CCCC1=O,-0.1,-3,-10,-1,0.1,.,.,.
CSCCC(NC(=O)COc1ccccc1)C(=O)NCCOc1ccc(C)cc1 (configuration not stated),0.3,-8,1,10,.,7,-1,3
O=C(CCCc1ccccc1)NCc1ccc2c(c1)OCO2,0.1,-6,-6,10,.,-5,-19,1
O=C(NC1CCCCC1)C(c1ccccc1F)N(Cc1ccco1)C(=O)c1ccccn1 (configuration not stated),0.1,-3,10,-2,.,-6,-16,-1

# (list continues)
SMILES,XiGFP reactiv,esBAF inh,FN deposition inh,EWS-Fli inh,E-sel inducer,S100A4 MyoIIA,RAD52 inh,RAD54 branch
O=C(CSc1nc2nccnc2c(=O)n1Cc1cccs1)Nc1ccccc1,-0.1,11,0,.,-0.2,-1,-28,7
O=C(NCC(O)c1ccccc1)c1ccccc1 (configuration not stated),0.2,10,-2,-57,.,31,8,0
CC(C)C#Cc1cnc2c(c1)C(=O)N([C@H](C)CO)C[C@H](C)[C@H](CN(C)C(=O)Nc1ccccc1)O2,-1.1,-1,3,-2,0.0,8,3,6
CCc1noc(C)c1C(=O)NNC(=O)COc1ccccc1C,0.1,-8,7,3,.,3,-12,-11
CO[C@@H]1CN(C)C(=O)c2ccc(NC(=O)Nc3c(C)noc3C)cc2OC[C@@H](C)N(CC2CC2)C[C@H]1C,0.4,-2,-2,-2,-0.1,-3,-8,16
Cc1oc(-c2cccs2)nc1CN1CC[C@@](O)(c2ccccc2)[C@H]2CCCC[C@@H]21,0.0,-6,10,.,.,.,.,2
CC(=O)Nc1ccc(OC(=O)Cc2ccc(Cl)cc2)cc1,0.1,2,1,4,.,2,-16,-2
COc1ccc(S(=O)(=O)N(C)C[C@H]2OCCCC[C@@H](C)Oc3ccc(NS(=O)(=O)c4cccs4)cc3C(=O)N([C@@H](C)CO)C[C@H]2C)cc1,0.1,5,.,9,1.4,15,-57,2
COc1ccc(Cl)cc1C(=O)C1CCCN(Cc2cnc(N3CCOCC3)s2)C1 (configuration not stated),0.0,-3,.,10,.,6,2,.
CC(=O)c1ccc(S(=O)(=O)N2CCN(C)CC2)cc1,0.0,0,-13,-7,6.4,1,-7,-7
C[C@H]1CN([C@@H](C)CO)C(=O)c2cccc(NC(=O)C3CCOCC3)c2O[C@@H]1CN(C)C(=O)Nc1ccc(F)cc1,0.2,3,.,-4,2.0,-26,-7,4
O=C(C1CC(=O)N(c2ccc(F)c(Cl)c2)C1)N1CCOCC1 (configuration not stated),0.0,-4,-6,-11,-0.2,-2,-9,4
Cc1ccc(NC(=O)C2=CC=CN3CCS(=O)(=O)N=C23)cc1,-0.1,9,-8,-10,.,-1,5,-2
COc1ccc(CCNS(=O)(=O)c2ccc3c(c2)NC(=O)CCS3)cc1OC,0.1,9,3,1,.,0,2,0
O=S(=O)(c1ccc(F)cc1)N1CCCc2nc(-c3ccc(Br)cc3)ccc21,0.1,.,-1,8,-0.1,0,-19,.
Cc1noc(C)c1S(=O)(=O)Nc1ccc2c(c1)C(=O)N([C@H](C)CO)C[C@H](C)[C@H](CN(C)CC1CC1)OCCCC[C@H](C)O2,0.3,3,.,-23,0.1,.,.,-22
COc1ccccc1OCC(=O)N1CCCC(Nc2ccc(C)c(C)c2)C1 (configuration not stated),0.0,.,-3,0,-0.6,-12,-6,0
COCCNC(=O)C[C@@H]1C=C[C@H](NC(=O)NC2CCCC2)[C@@H](CO)O1,-0.2,-5,-13,2,-0.5,7,-10,-4
C[C@@H]1CN([C@@H](C)CO)S(=O)(=O)c2ccc(C#C[C@@H](C)O)cc2O[C@@H]1CN(C)CC1CCOCC1,0.1,-2,1,0,-4.6,.,.,-1
CCCCC(=O)N/N=C(/C)C1=C(C)C(C)(C)OC1=O,-0.1,.,.,5,.,7,-4,.
COc1ccc(S(=O)(=O)Nc2cc3c4c(c2)CCC(=O)N4CCC3)cc1C,0.5,-7,2,-4,-0.2,0,-19,-3
CCN1C(=O)[C@H]2[C@@H](c3ccc(C)cc3)N3C(=O)N(c4cccc(Br)c4)C(=O)[C@@]3(CC(C)C)[C@H]2C1=O,-0.1,-2,5,-11,0.0,-2,-3,12
Clc1cccc(Cl)c1C[n+]1cccc2ccccc21,0.0,.,6,12,1.9,-1,-29,-9
O=C(C[C@H]1CC[C@@H]2[C@H](COC[C@@H](O)CN2C(=O)c2ccccc2F)O1)N1CCCCC1,-0.1,-5,-8,0,0.2,-5,-12,-7
CCN=c1sc(C(=O)Nc2ccccc2)c(C)n1CC,-0.1,.,-5,10,-1.2,3,5,.

# Pulled by structure from above (2):
SMILES,XiGFP reactiv,esBAF inh,FN deposition inh,EWS-Fli inh,E-sel inducer,S100A4 MyoIIA,RAD52 inh,RAD54 branch
CCN=c1sc(C(=O)Nc2ccccc2)c(C)n1CC,-0.1,.,-5,10,-1.2,3,5,.
Cc1noc(C)c1S(=O)(=O)Nc1ccc2c(c1)C(=O)N([C@H](C)CO)C[C@H](C)[C@H](CN(C)CC1CC1)OCCCC[C@H](C)O2,0.3,3,.,-23,0.1,.,.,-22

# Next section:
SMILES,XiGFP reactiv,esBAF inh,FN deposition inh,EWS-Fli inh,E-sel inducer,S100A4 MyoIIA,RAD52 inh,RAD54 branch
O=C(CC1C(=O)NCCN1Cc1ccccc1C(F)(F)F)NC1CCC1 (configuration not stated),0.0,-4,2,14,0.0,-2,-15,-4
Cn1c(=O)c2c(ncn2CC(=O)OCC(=O)NC(c2ccccc2)c2ccccc2)n(C)c1=O,0.0,.,-9,.,0.0,5,-5,.
CC(=O)Nc1nc(CCC(C)C)cc2c1c(=O)oc1ccccc12,.,-15,5,.,.,-1,-11,0
CCOC(=O)N1CCN(C(=O)C2CCCN(S(=O)(=O)c3c(C)cc(C)cc3C)C2)CC1 (configuration not stated),-0.1,.,3,0,-0.3,-4,-4,-5
C[C@@H]1COc2cc(N3CCCCC3)ccc2S(=O)(=O)N1,0.1,.,8,-20,0.5,-6,1,.
COc1c(O)cccc1[C@H](O)C1CCN(CCc2ccc(F)cc2)CC1,0.0,1,-14,-15,1.1,-4,-224,-11
CN(CC1CCN(CCc2cccc(C(F)(F)F)c2)CC1)C(=O)c1ccccc1,0.1,-5,0,18,.,-99,-22,-5
Cc1noc(C)c1NC(=O)Nc1ccc2c(c1)C(=O)N([C@@H](C)CO)C[C@@H](C)[C@@H](CN(C)C(=O)CCCN(C)C)OCCCC[C@H](C)O2,0.7,-1,.,-10,-0.1,2,5,5
C/C=C/c1ccc([C@@H]2[C@@H](CO)N(C(C)=O)[C@H]2CN(C(=O)COC)C(C)C)cc1,0.3,-2,5,-1,0.0,3,7,-1
O=C(O)CCCC(=O)OCCCc1cc2ccccc2c(=O)o1,0.0,.,17,0,-0.4,-3,-8,.
Cc1cccc(OCC(=O)N2CCc3ccccc3C2)c1C,-0.1,6,13,-21,0.0,1,-12,5
Cc1ccc(S(=O)(=O)Nc2ccc3c(c2)CC(=O)N([C@@H](C)CO)C[C@@H](C)[C@H](CN(C)S(=O)(=O)c2c(C)noc2C)O3)cc1,0.1,4,.,5,0.1,3,6,2
O=C(NC1CC1)C1CC(=O)N(c2cccc(Cl)c2Cl)C1 (configuration not stated),0.1,3,.,.,-0.6,0,7,-5
CC1(C)CC(=O)C(C=NCCN2CCN(CC(=O)Nc3ccccc3)CC2)=C(O)C1,0.0,1,4,.,-0.2,.,.,-2
COCC(=O)N(C)C[C@@H]1Oc2ncc(-c3ccc(F)cc3)cc2C(=O)N([C@@H](C)CO)C[C@H]1C,0.2,3,.,-9,0.5,-4,8,-10
